West Nile virus CPE – West Nile virus antiviral activity, cell-based, CPE readout (AID 1621). West Nile virus-infected cells, CPE inhibition; higher % means a stronger effect. CPE inhibition, % at 10 µM, or IC50 in µM where a hit was titrated. 0.02% of 290,000 active; in the data active means a potency from the dose series; inconclusive means CPE inhibition mostly from about 3.7% at the one dose, without a potency; inactive means the rest, 99 in 100 with CPE inhibition below about 2.2%; further: strong numbers were not always called active
RSV CPE inhibition – RSV antiviral activity via CPE protection, HEp-2 cells, primary 10 µM value included (AID 2391). HEp-2 cells, RSV-induced CPE inhibition; higher % means a stronger effect. CPE inhibition, % at 10 µM; hits with a dose series show IC50 in µM. 0.13% of 310,000 active; in the data active means a potency from the dose series; inconclusive means CPE inhibition mostly from about 23% at the one dose, without a potency; inactive means the rest, 99 in 100 with CPE inhibition below about 21%; further: strong numbers were not always called active
T cell HTS – modulators of CD8 T cell-vesicle binding, primary screen, mouse 2C CD8+ T cells, flow cytometry; 2C CD8+ T cell-vesicle binding; active compounds read low; calls only at 7 µM; 0.068% of 330,000 active;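 active means response, share of CD8 T cells binding vesicles, and their 90th percentile fluorescence all below set limits, cut at about 80% in these data, passing the limit was not always enough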
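Assay system: 2C TCR transgenic mouse naive CD8+ T cells, MACS-purified | Read-out: CD8+ gate FL2 mean fluorescence as % of same-row positive control | Signal: High-throughput flow cytometry with anti-B7-1 and anti-CD8 staining | Timing: Binding step 1.5 h, 37 °C, antibody labelling 20 min, ice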
Dengue-2 NS5 capping – Dengue-2 NS5 methyltransferase inhibitors, primary screen, biochemical, confirmation dose response (AID 588689); Dengue-2 NS5 methyltransferase capping enzyme assay, biochemical; higher % means a stronger effect; 0.3% of 340,000 active; one-dose inhibition, % at 25 µM; IC50 in µM for titrated hits; Genome polyprotein (Dengue virus type 2 (strain 16681-PDK53)); in the data active means a potency from the dose series; inconclusive means inhibition above about 29% without an active follow-up result
PhoP inhibition – inhibitors of PhoP regulon expression, primary screen, Salmonella Typhimurium, GFP reporter (AID 1863); S. Typhimurium PhoP-regulated promoter GFP reporter, 4 h; higher % means a stronger effect; one-dose inhibition, % at 50 µM; IC50 in µM for titrated hits; 0.16% of 300,000 active;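 active means inhibition over 29.93%, a cutoff 3 SD above the screen mean, later confirmed by dose response; inconclusive means inhibition over 29.93% but no dose response follow-up; inactive means inhibition at most 29.93% or unconfirmed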;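 further: 0% = low Mg2+ inducing control and 100% = high Mg2+ repressing control; strong numbers were not always called active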
Rac1 GTP hydrolysis – MgcRacGAP GTPase-activating activity inhibitors, confirmation, biochemical, ADP Hunter fluorescence | Rac GTPase-activating protein 1 (Homo sapiens) | MgcRacGAP-stimulated Rac1 GTP hydrolysis, ADP Hunter fluorescence; higher % means a stronger effect; GST-tagged Rac1 F28L mutant substrate | inhibition, % at 30 µM; hits with a dose series show IC50 in µM | 0.6% of 340,000 active | AID 624330, 2012;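 active means first-screen hits whose inhibition reached a set limit at any dose in the follow-up dose series; inconclusive means inhibition above the set first-screen limit but never retested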;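 further: fluorescence reports GDP produced by GAP-driven GTP hydrolysis; strong numbers were not always called active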
NTR1 agonist – agonists of NTR1, primary screen, imaging, U2OS cells, beta-arrestin-GFP, high content (AID 493036); Neurotensin receptor type 1 (Homo sapiens), P30989; activation, % at 20 µM; 0.17% of 330,000 active; NTR1-U2OS beta-arrestin-GFP spot imaging, agonist mode;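 active means activation at or above 40% of the spot to cytoplasm intensity ratio, with at least 20 cells analyzed; inconclusive means wells under 20 cells, flagged as cytotoxic or low count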;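 further: 0% = DMSO without peptide and 100% = 100 nM NTR1 peptide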
Target sequence (P30989 whole entry, looked up): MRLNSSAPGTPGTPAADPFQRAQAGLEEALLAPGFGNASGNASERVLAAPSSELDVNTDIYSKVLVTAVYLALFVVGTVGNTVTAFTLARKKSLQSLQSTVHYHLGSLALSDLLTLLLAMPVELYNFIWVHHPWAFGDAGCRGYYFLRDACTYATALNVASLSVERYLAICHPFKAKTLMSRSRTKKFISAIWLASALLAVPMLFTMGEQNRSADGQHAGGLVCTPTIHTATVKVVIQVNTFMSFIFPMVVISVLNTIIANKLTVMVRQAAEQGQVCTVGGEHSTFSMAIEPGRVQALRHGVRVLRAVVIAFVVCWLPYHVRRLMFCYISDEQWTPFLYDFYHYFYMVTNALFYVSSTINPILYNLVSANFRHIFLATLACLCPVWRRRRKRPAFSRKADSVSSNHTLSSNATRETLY
Large T inhibition – SV40 large T antigen inhibitors, biochemical (AID 1903). SV40 large T antigen ATPase/helicase inhibition assay; higher % means a stronger effect. 0.39% of 310,000 active. one-dose inhibition, % at 20 µM; IC50 in µM for titrated hits; in the data active means a potency from the dose series; inconclusive means inhibition mostly from about 32% at the one dose, without a potency; inactive means the rest, 99 in 100 with inhibition below about 32%; further: strong numbers were not always called active
UTI89 phage lysis – inhibition of K1F phage lysis, E. coli UTI89, bacterial capsule biogenesis inhibitors, alamar blue (AID 488966); E. coli UTI89 K1F phage lysis, alamar blue, 2 h; higher % means a stronger effect; inhibition, % at 100 µM, or IC50 in µM where a hit was titrated; 0.02% of 340,000 active;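 active means phage lysis inhibition, versus mean bacterial control, above a set limit; inconclusive means no clear call, values can overlap the other calls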;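 further: capsule biogenesis inhibitors block K1F phage lysis so surviving cells raise fluorescence; higher fluorescence means more inhibition of phage lysis; actives were called in the ten point dose series up to 300 µM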
T cell HTS vesicle-bound % – second read-out of T cell HTS, no call of its own (marks repeat the call); double positive events, %; measured here: CD8+ vesicle-bound cell fraction;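 binding gate set so that unloaded-vesicle control wells show 10% double positive cells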
NTR1 agonist cell count 20 µM – second read-out of NTR1 agonist, no call of its own (marks repeat the call); cell count; measured here: cell count, cytotoxicity flag
* hit, by the source's call; i = inactive; ? = inconclusive; / = not tested or not shown; [ ] = remark or other dose. Not all compounds are listed, so the mix of outcomes need not match the whole.

Fields – West Nile virus CPE	RSV CPE inhibition	T cell HTS	T cell HTS vesicle-bound %	Dengue-2 NS5 capping	PhoP inhibition	Rac1 GTP hydrolysis	NTR1 agonist	NTR1 agonist cell count 20 µM	Large T inhibition	UTI89 phage lysis
Oc1ccc(C(=C(Cl)Cl)c2ccc(O)cc2)cc1
→ -0.7%	?	i	23	/	-1%	/	1.9	89	6%	/
CC1C(c2cccs2)=[N+]([O-])C(C)(C(=O)c2ccc(F)cc2)N1O (stereo unspecified)
→ 0.5%	-0.2%	i	24	-5%	/	10%	-2.0	43	/	-0.1%
O=C(Cn1ncc2c3ccccc3n(Cc3cccc(Cl)c3)c2c1=O)N1CCC2(CC1)OCCO2
→ 0.1%	0.2%	i	47	-11%	-20%	11%	1.5	47	7%	1.6%
CN(C)[C@@H]1C(=O)C(C(N)=O)=C(O)[C@@]2(O)C(=O)C3=C(O)c4c(O)ccc(Cl)c4[C@@](C)(O)C3C[C@@H]12 (stereo partly specified)
→ /	/	/	/	-8%	?	5%	/	/	14%	-17%
COc1ccc(CC(=O)Nc2ccc3c(C(F)(F)F)cc(=O)oc3c2)cc1OC
→ 1.2%	1.1%	i	23	-3%	3%	-3%	2.3	49	8%	0.3%[50 µM]
COC(=O)C1=C(c2ccc(OC)c(OC)c2)C[C@@H]2CC[C@H]1N2C(=O)NCCNC(C)=O
→ /	1.5%	i	43	0%	/	7%	-0.1	51	/	0.6%
COC(=O)c1c(N)n(Cc2ccc(OC)cc2)c2nc3ccccc3nc12
→ -0.2%	2.1%	i	55	-14%	0%	7%	0.1	67	-11%	0.3%
CC12CN3CCN(CC(C3)/C1=N/NC(N)=O)C2
→ 0.7%	1.2%	i	22	13%	2%	2%	0.6	65	9%	-1.1%
CC1CCC(NCC(O)c2ccccc2)CC1 (stereo unspecified)
→ -0.9%	-0.9%	i	12	-13%	-15%	6%	-0.9	65	2%	1.9%
O=C(C1CCCN(S(=O)(=O)c2cccc3nsnc23)C1)N1CCC2(CC1)OCCO2 (stereo unspecified)
→ 0.4%	1.1%	i	33	/	-1%	/	1.7	70	-6%	/
O=c1c2ccccc2[se]n1-c1ccccc1
→ 0.8%	0.2%	i	14	-7%	-8%	?	-2.3	56	14µM*	-15%
C=CCn1c(O)c(C(C)=Nc2ccc(N(CC)CC)cc2)c(=O)[nH]c1=O
→ 0.6%	1.7%	i	28	9%	-10%	-1%	17	63	26%	0.7%
CC(=NCCCN1CCCCC1)c1c(O)n(Cc2ccccc2)c(=O)[nH]c1=O
→ -0.2%	3.1%	i	21	-4%	9%	-3%	0.4	80	7%	1.2%
Cc1ccc(S(=O)(=O)NC(Cc2cnc[nH]2)C(=O)O)cc1 (stereo unspecified)
→ -0.1%	1.7%	i	27	-7%	-8%	0%	-0.4	49	12%	1.8%
CC(C)(C)P(=O)(N1CCOCC1)N1CCOCC1
→ -0.2%	0.6%	i	40	-8%	7%	9%	-0.9	51	6%	2.3%
CN1CSC(=S)N(C)C1
→ 0.5%	1.5%	i	34	1%	-12%	8%	0.2	44	13%	-0.4%
COc1cc(/C=C2\C(=O)NC(=O)N(c3ccccc3)C2=O)cc(OC)c1OC
→ 0.4%	/	i	14	28%	4%	15%	-0.6	44	-1%	-0.2%
CC12CN3CCN(C1)CC(C)(C3)C2=NO
→ 1.1%	0.4%	i	40	1%	6%	-4%	0.8	51	0%	0.6%
Cc1ccc(N2C(=O)NC(=O)/C(=C\c3cccn3C(C)(C)C)C2=O)cc1
→ -0.3%	0.7%	i	58	?	-13%	8%	0.1	91	-2%	0.0%
O=C(c1cccs1)c1cn(Cc2ccccc2Cl)c2ccccc12
→ 0.0%	6.0%	i	25	4%	1%	-3%	-1.8	88	3%	-0.2%
COC(=O)C1=C(c2cc3ccccc3o2)C[C@@H]2CC[C@H]1N2C(=O)N1CCCCC1
→ -0.9%	7.3%	/	/	-4%	/	3%	5.7	49	4%	1.9%
CCCNC(=O)c1c(N)n(Cc2ccco2)c2nc3ccccc3nc12
→ 0.4%	40%	i	50	/	20%	/	-1.6	72	19%	/
COc1ccccc1N1CCN(Cc2cnc(-c3ccccc3)[nH]2)CC1
→ -0.3%	/	i	33	-7%	2%	6%	0.7	61	12%	0.4%
CCN(CC)c1ccc(N=Cc2c(O)[nH]c(=O)[nH]c2=O)cc1
→ 1.1%	1.9%	i	52	20%	-1%	13%	-0.3	75	15%	1.3%
CCCCn1c(=O)c(C(=O)Nc2nnc(C(C)C)s2)c(O)c2ccccc21
→ 0.9%	6.0%	i	20	/	5%	/	2.4	48	-4%	/
COc1cc2c(cc1OC)-c1c(OC)c(OC)c(OC)c3ccnc(c13)C2=O
→ 1.9%	0.8%	/	/	/	5%	/	2.9	96	15%	/
NC(C(=O)O)c1cc(=O)[nH]o1 (stereo unspecified)
→ /	-0.1%	i	29	-1%	1%	4%	-1.8	50	11%	2.6%
COC(=O)C1=C(c2ccc(S(C)(=O)=O)cc2)C[C@@H]2CC[C@H]1N2C(=O)NCc1ccc(C(F)(F)F)cc1
→ -1.1%	-1.5%	i	16	-24%	6%	10%	4.5	87	5%	-0.4%
COc1ccc2c(c1OC)CN1CCc3cc4c(cc3C1C2)OCO4 (stereo unspecified)
→ -0.7%	0.5%	i	30	-13%	-7%	-5%	0.6	85	7%	0.9%
O=C(c1csc2c1CCCCC2)N1CCC2(CC1)OCCO2
→ -0.5%	3.2%	i	31	-4%	-10%	2%	0.3	57	4%	0.0%

Record cards, as listed above. Order of screens: West Nile virus CPE	RSV CPE inhibition	T cell HTS	T cell HTS vesicle-bound %	Dengue-2 NS5 capping	PhoP inhibition	Rac1 GTP hydrolysis	NTR1 agonist	NTR1 agonist cell count 20 µM	Large T inhibition	UTI89 phage lysis
`CC12CN3CCN(CC(C3)/C1=N/NC(N)=O)C2` is entered as 0.7%	1.2%	i	22	13%	2%	2%	0.6	65	9%	-1.1%
`COc1ccc2c(c1OC)CN1CCc3cc4c(cc3C1C2)OCO4` (stereo unspecified) is entered as -0.7%	0.5%	i	30	-13%	-7%	-5%	0.6	85	7%	0.9%
`CC1C(c2cccs2)=[N+]([O-])C(C)(C(=O)c2ccc(F)cc2)N1O` (stereo unspecified) is entered as 0.5%	-0.2%	i	24	-5%	/	10%	-2.0	43	/	-0.1%
`O=C(c1csc2c1CCCCC2)N1CCC2(CC1)OCCO2` is entered as -0.5%	3.2%	i	31	-4%	-10%	2%	0.3	57	4%	0.0%

Further records follow.
Fields – West Nile virus CPE	RSV CPE inhibition	T cell HTS	T cell HTS vesicle-bound %	Dengue-2 NS5 capping	PhoP inhibition	Rac1 GTP hydrolysis	NTR1 agonist	NTR1 agonist cell count 20 µM	Large T inhibition	UTI89 phage lysis
COc1ccc2[nH]cc(CCN=C(N)N)c2c1
→ 0.1%	1.8%	i	52	-2%	-4%	0%	0.7	44	5%	-1.5%
COc1cc(C[C@@H](C)N)c(OC)cc1I
→ 0.2%	-1.3%	i	29	22%	3%	-22%	-2.0	55	9%	6.7%
COC(=O)C1=C(c2ccccc2)C[C@@H]2CC[C@H]1N2C(=O)NCc1cccc2ccccc12
→ -0.8%	14%	i	50	-3%	/	6%	0.5	79	4%	0.8%
Cc1cc(C(=O)CS(=O)c2ccc(F)cc2)cc(C)c1OC(=O)N(C)C (stereo unspecified)
→ 0.9%	-0.6%	i	62	1%	0%	9%	0.7	34	10%	-0.2%
[O-][n+]1onc2c1CCC1N(O)CCC21O (stereo unspecified)
→ -0.6%	-0.1%	i	6	-3%	0%	4%	2.9	53	8%	2.5%
CCN(CC)CCOC(=O)c1ccc(N=Cc2c(O)[nH]c(=O)[nH]c2=O)cc1
→ -0.6%	0.8%	i	36	-33%	-18%	2%	-1.4	58	-2%	3.6%
Cc1ccc(CN2CCCC(C(=O)c3cccc(C(F)(F)F)c3)C2)o1 (stereo unspecified)
→ -0.9%	-0.2%	i	29	4%	3%	0%	1.4	43	21%	-2.7%
c1ccc(CCNCc2ccccc2)cc1
→ -0.6%	-0.2%	i	0	-3%	-18%	-1%	0.2	41	7%	-1.1%
COc1ccccc1CCNC1CCC(C)CC1 (stereo unspecified)
→ -0.2%	0.7%	i	37	0%	-2%	8%	-1.2	40	4%	5.1%
CC1(C)N(O)C2CCCCC2N1O (stereo unspecified)
→ 1.1%	2.0%	i	36	-2%	-10%	3%	0.2	53	15%	-1.0%[50 µM]
Cc1cc2oc(=O)cc(-c3cc4ccccc4o3)c2cc1OC(=O)N(C)C
→ 0.1%	16%	i	19	-5%	-1%	8%	4.9	74	13%	0.2%
C=C[C@@H]1C[C@@]1(C)[C@@H](NP(=O)(c1ccccc1)c1ccccc1)c1ccccc1
→ -0.4%	1.7%	i	27	-1%	1%	9%	3.1	93	11%	2.4%
O=C(Cc1ccccc1)OCCN1CCCCC1
→ 0.1%	0.0%	i	53	1%	-7%	2%	5.2	62	18%	0.9%
COc1cc2c(cc1OC)-c1c(OC)c(OC)cc3c1C(C2)N(C)CC3 (stereo unspecified)
→ 1.0%	3.0%	i	46	4%	1%	29%	2.6	89	6%	3.2%
C=CCN1CCc2cccc3c2[C@H]1Cc1ccc(O)c(O)c1-3
→ 0.3%	0.3%	i	62	59%	-1%	18%	4.3	67	34%	1.1%
N#CC(C#N)=C(N)c1cccnc1
→ 0.6%	-1.7%	i	61	-4%	-6%	5%	0.1	46	2%	-0.2%
O=c1c(/C=N/N2CCOCC2)c(O)n(-c2ccccc2)c(=S)n1-c1ccccc1
→ 0.3%	1.5%	i	58	-20%	1%	8%	0.0	85	16%	0.2%
CC(=O)OC1N=C(c2ccccc2)c2cc(Br)ccc2N(C)C1=O (stereo unspecified)
→ /	1.4%	i	22	0%	-1%	6%	-2.0	89	2%	0.2%
O=C(CNC(=O)c1ccccc1)Nc1ccc(Br)cc1C(=O)c1ccccc1
→ -1.0%	8.9%	i	48	-9%	-5%	9%	0.2	75	3%	4.5%

Compound activity from PubChem BioAssay.
